Bioassay records deposited in PubChem BioAssay by National Center for Advancing Translational Sciences (NCATS).
GCN5L2 inh = inhibitors of human GCN5L2 histone acetyltransferase; Q92830; GCN5L2 HAT assay, ThioGlo1 CoA-SH fluorescence; AID 504327; Potency, µM (doses to about 58.9 µM), inactives show at the top dose activity change, negative = inhibition, usual class: inhibitors; 390,000 tested, 0.21% active
Target sequence (Q92830 whole entry, looked up): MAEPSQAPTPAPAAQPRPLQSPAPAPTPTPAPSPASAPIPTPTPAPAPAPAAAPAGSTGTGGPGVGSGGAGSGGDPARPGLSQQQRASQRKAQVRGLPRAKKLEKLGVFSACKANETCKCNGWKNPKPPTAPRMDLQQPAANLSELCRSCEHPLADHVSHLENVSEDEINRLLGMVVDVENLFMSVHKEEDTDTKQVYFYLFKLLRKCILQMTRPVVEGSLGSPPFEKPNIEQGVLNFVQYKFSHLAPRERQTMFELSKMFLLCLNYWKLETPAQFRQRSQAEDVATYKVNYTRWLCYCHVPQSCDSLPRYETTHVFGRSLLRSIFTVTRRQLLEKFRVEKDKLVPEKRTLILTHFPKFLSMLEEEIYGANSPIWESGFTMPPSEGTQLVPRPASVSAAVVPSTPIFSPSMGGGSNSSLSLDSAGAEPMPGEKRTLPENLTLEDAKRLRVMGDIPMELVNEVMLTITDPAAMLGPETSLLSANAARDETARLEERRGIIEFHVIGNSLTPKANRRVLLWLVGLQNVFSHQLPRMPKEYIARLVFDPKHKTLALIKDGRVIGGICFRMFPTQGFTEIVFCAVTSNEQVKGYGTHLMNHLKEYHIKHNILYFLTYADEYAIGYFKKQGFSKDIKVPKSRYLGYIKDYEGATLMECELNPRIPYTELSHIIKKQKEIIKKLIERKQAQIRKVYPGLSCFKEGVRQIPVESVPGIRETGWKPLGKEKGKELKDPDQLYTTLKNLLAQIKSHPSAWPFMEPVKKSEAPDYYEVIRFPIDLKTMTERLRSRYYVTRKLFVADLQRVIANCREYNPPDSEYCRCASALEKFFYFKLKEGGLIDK
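Free CoA generated was detected with ThioGlo1 (50uM) fluorescence at Ex340nm/Em540nm, read immediately and after 20 min at room temperature. Enzyme, 20 nM in HEPES pH 7.5 buffer, saw compounds 15 min before adding 75uM H3(1-25) peptide and 70uM acetyl-CoA.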
DT40 TDP1 CPT = growth inhibition of DT40 Tdp1-/-;hTDP1 cells with camptothecin (screen for TDP1 inhibitors) | chicken DT40 Tdp1-/-;hTDP1 cells + 20 nM CPT, ATP luminescence, 48 h | Potency, µM (series often up to 46.2 µM), for the others: top-dose activity change, negative = growth inhibition, actives largely listed as inhibitors | 420,000 tested, 12% active | AID 686979; further: nearly all actives have a fitted effect of over 55% in size
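Chicken DT40 Tdp1-/- cells stably complemented with human TDP1 were seeded at 400 cells/well in medium containing 20 nM camptothecin, exposed to pin-transferred compounds, and grown at 37 °C for at least 48 hr. Viability was read as ATP luminescence.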
TDP1 cell noCPT = qHTS for Inhibitors of human tyrosyl-DNA phosphodiesterase 1 (TDP1): qHTS in cells in absence of CPT | 420,000 tested, 15% active | Potency, µM (highest dose often 46.2 µM), for the others: at the top dose activity change, negative = growth inhibition, hits mostly inhibitors | DT40 Tdp1-/- hTDP1 cells, no CPT, ATP luminescence, 48 h | AID 686978, 2013; further: nearly all actives have a fitted effect of over 55% in size
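No-CPT arm: Tdp1-/-;hTDP1 DT40 cells (400/well) plus compounds, incubated ≥48 hr at 37 °C. Readout CellTiter-Glo luminescence.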
* hit, by the source's call; ? = inconclusive; nt = no result given; & = joins results of further samples. The call rests on the fitted dose curve; in most records, active means well fitted curve in the direction sought with a large enough effect; inconclusive means small, poorly fitted or top-dose-only effect, or another doubt; inactive means no such curve, though single readings can be large; an effect the other way counts as inactive or inconclusive. On the % scale 0 is the no-effect control and ±100 the full control effect; potency means the concentration at half of the fitted maximal effect.

SMILES	GCN5L2 inh	DT40 TDP1 CPT	TDP1 cell noCPT
OCC[C@H]1C[C@H](O)[C@@H](O)[C@@]2(CCc3ccccc3O2)O1	-12%	-3%	-9%
Cc1cccc(C)c1NC(=O)CN1C(=O)NC(C)(CCc2ccccc2)C1=O (configuration not stated)	-21%	2%	-3%
N#CCSc1nc2c(c(C3CC=CCC3)c1C#N)CCC2 (configuration not stated)	-9%	-9%	-20%
Cc1ccc(-c2csc(NC(=O)Cc3ccc(F)cc3)n2)o1	-25%	-6%	-11%
Cc1cc(NC(=O)NCc2ccccc2)c(=O)n(Cc2ccccc2F)c1	-3%	1%	1%
Cc1ccc(S(=O)(=O)Nc2ccccc2OC(C(=O)OC(C)(C)C)C(=O)OC(C)(C)C)cc1	nt	15µM*	16µM*
CCOC(=O)N1CCN(C(=O)c2cn(C)c3ccc(S(=O)(=O)N4CCCC4)cc3c2=O)CC1	-3%	-1%	-4%
COC(=O)c1c(CCl)noc1C(=O)NCC1CCCO1 (configuration not stated)	1%	?	-74%
COc1cnc(-c2cccc(C(F)(F)F)c2)[nH]c1=O	-6%	?	-21%
Cc1occc1-c1nnc(SCC(=O)NC2CCC(C)CC2)o1 (configuration not stated)	-3%	-20%	?
CCC(=O)NS(=O)(=O)c1cccnc1Nc1ccccc1Cl	-3%	7%	-4%
O=C(c1cc2c(F)cccc2s1)N1CCCC1	-5%	6%	-2%
COc1ccc(OC)c(NC(=O)C2(C)CCN2Cc2ccc(OC)c3ccccc23)c1 (configuration not stated)	nt	?	?
COc1ccc(/C=C/C(=O)Nc2ccc(Cl)c(Cl)c2)cc1OC	-11%	?	21µM*
COc1ccccc1CN1CCC2(CC1)CCN(C(=O)c1csnn1)CC2	7%	-2%	-6%
FC(F)(F)c1cccc(Nc2nc(N3CCOCC3)nc(N3CCOCC3)n2)c1	-13%	13µM*	?
Cc1cnn(-c2ccc3nnc(-c4ccc(Cl)cc4)n3n2)c1	-10%	-29%	?
CCCCc1cc(=O)oc2cc(OCC(=O)N[C@@H](Cc3ccccc3)C(=O)O)ccc12	-17%	-10%	10%
COCCNC(=O)CN1C(=O)COc2ccc(Cl)cc21	-2%	0%	2%
O=C(CSc1nnc(-c2ccncc2)n1-c1ccc(F)cc1)NNC(=O)c1cccc(O)c1	-11%	?	-24%
Cc1ccnc(NC(=O)CSc2ccccn2)c1	1%	6%	-17%
CCOC(=O)c1c(C)[nH]c(C)c1S(=O)(=O)NCC(=O)Nc1cc(C)ccc1OC	3%	?	-19%
C#CCN(CC=C)C(=O)CCc1nnc(COc2ccccc2)o1	0%	-9%	-11%
CC1(C)Cc2ccccc2C(C(=O)c2ccccc2)=N1	?	-19%	11%
OCCN1CCN(c2ncnc3ccc(Br)cc23)CC1	-10%	-89%	4.1µM*
Going on with the list.
SMILES	GCN5L2 inh	DT40 TDP1 CPT	TDP1 cell noCPT
CC(Oc1ccc(S(=O)(=O)N2CCCC2)cc1[N+](=O)[O-])C(=O)NC1(C#N)CCCCC1 (configuration not stated)	-4%	-30%	?
CCn1c(COc2ccccc2C)nnc1SCC(=O)CC(=O)Nc1ccccc1	0%	?	?
CCc1nn(CC(=O)N2CCCCCC2)c(=O)c2cc3ccccc3n12	-5%	?	?
Cc1ccc(Cl)cc1N1CCN(S(=O)(=O)c2ccc3c(c2)NC(=O)C(C)C(=O)N3)CC1 (configuration not stated)	-1%	?	?
CCCc1nnc(NC(=O)CCC(=O)N2CCN(S(=O)(=O)c3ccc(OC)cc3)CC2)s1	-7%	?	-10%
Cc1csc2c(N3CCN(C(=O)Nc4ccc(OC(F)(F)F)cc4)CC3)ncnc12	-8%	10µM*	18µM*
O=C1CCCN1c1cccc(Br)c1	-2%	-13%	-3%
CC(C)(C)OC(=O)[C@H](CCCCN)NC(=O)c1nc[nH]c1C(=O)NCCCCCN	-22%	-2%	-10%
O=C(NCCc1ccccc1)C(=Cc1ccc(C(=O)O)cc1)C(=O)NCCc1ccccc1	-9%	-2%	14%
O=c1cc2c(=O)oc3cc(O)c(O)oc3c2c(O)c1O	-13%	?	-27%
Cc1c(C(=O)Nc2ccccn2)sc2nc3n(c(=O)c12)CCC3	-1%	-4%	-6%
CCCCCOC(=O)C1=C(C)NC(=O)NC1c1ccccc1 (configuration not stated)	2%	?	?
CCOC(=O)CS(=O)(=O)CC(=O)Nc1ccc([N+](=O)[O-])cc1OC	-3%	-12%	-28%
COC(=O)c1ccccc1NC(=O)N1CCN(C/C=C/c2ccccc2)CC1	-13%	-15%	-23%
C[C@H]1NC(=O)[C@@]2(C)[C@@H](c3ccccc3)[C@H]3COc4ccccc4[C@@H]3N2C1=O	-2%	5%	-3%
COc1ccc(C2CC(O)(C(C)(C)O)NO2)cc1 (configuration not stated)	-4%	4%	-16%
COc1ccc(C2(O)CCN(CCCCOc3ccccc3)CC2)cc1	-10%	?	?
O=C(NCCCN1CCOCC1)c1ccc(NS(=O)(=O)c2ccccc2)cc1	-1%	12%	4%
COc1ccc(NC(=O)CSCC(=O)OCc2cccc(OC)c2OC)cc1	-4%	-1%	-7%
COc1cccc(F)c1C(=O)NC(=O)Nc1ccc2nc(C)oc2c1	-8%	-3%	-15%
CC(=O)Nc1ccc2nc(SCCOc3ccccc3)sc2c1	-15%	-18%	?
COCC(=O)NC1CCN(CC(=O)Nc2ccc(OC)cc2[N+](=O)[O-])CC1	-3%	?	-20%
CCNC(=O)c1ccc(OCC(=O)Nc2ccc(F)cc2)c(OC)c1	-4%	1%	-7%
CCCNC(=O)c1nn2cc(Br)cnc2c1Cl	-8%	-2%	-8%
CNC(=O)c1csc(-c2ccccc2)n1	-9%	0%	10%
(further entries)
SMILES	GCN5L2 inh	DT40 TDP1 CPT	TDP1 cell noCPT
CCOC(=O)c1nnn(-c2ccc([N+](=O)[O-])cc2)c1C	-1%	-14%	3%
CN1C(C(=O)NCc2ccco2)CC2Cn3c(nc4cc(Cl)c(Cl)cc43)C21 (configuration not stated)	-4%	-2%	-17%
COc1cccc(C(C(=O)NCc2ccccc2)N2CCN(CCN3CCOCC3)CC2)c1OC (configuration not stated)	nt	-6%	-3%
COc1ccc(S(=O)(=O)Nc2cc3c4c(c2)CC(=O)N4CCC3)cc1	1%	-29%	?
Cc1cc(N)n(-c2ccc(C(=O)O)cc2)n1	-9%	11%	-18%
CCOc1ccc(NC(=O)c2ccc(NC(=O)c3cn4c5c(c(N6CCN(C)CC6)c(F)cc5c3=O)OCC4C)cc2)cc1 (configuration not stated)	-11%	5.2µM*	4.6µM*
COc1ccccc1N1CCN(CCCNC(=O)Cn2ncc3c([nH]c4ccccc43)c2=O)CC1	-1%&-10%	?	21µM*
O=C(CC(Nc1ccc(F)cc1)C(=O)OCC(=O)c1cccs1)c1ccccc1 (configuration not stated)	-5%	?	?
COc1cc(/C=C/C(=O)OCC(=O)NCC2CCCO2)ccc1OCC#N (configuration not stated)	-1%	-27%	-25%
Clc1ccc(NNc2ccnc3cc(Cl)ccc23)cc1	-3%	?	?
COc1ccccc1CNC(=O)CN1C(=O)CCn2nc(-c3ccccc3)cc21	4%	?	?
COCCn1c(C(=O)N(C)C)cc2c1C[C@H]1CN(C(=O)c3ccccc3)[C@@](Cc3ccc(F)cc3)(C(=O)OC)[C@@H]21	nt	?	?
CSc1ccc(NC(=O)C2(C)CCN2C(=O)c2sccc2C)cc1 (configuration not stated)	nt	?	?
CCC(Sc1nc(=O)cc(N)n1-c1ccccc1)C(=O)Nc1cc(C)on1 (configuration not stated)	0%	-15%	1%
Cc1cc(-n2c(=O)c(C#N)cc3c(=O)n4cccc(C)c4nc32)no1	-1%	?	-16%
O=C(c1cccc(F)c1)N1CCN(C(=O)c2cc3ncc(Br)cn3n2)CC1	-6%	-19%	-5%
Clc1ccc(-c2nnc(C3CC3)o2)cc1	0%	-1%	-7%
CC(C)[C@H](NC(=O)c1ccccc1F)C(=O)NC1CCCCC1	-1%	-24%	1%
CC(C)n1c(SCC(=O)Nc2ccccc2N2CCCCC2)nc2c1c(=O)n(C)c(=O)n2C	2%	29µM*	23µM*
O=C(CN1CCOc2ccccc21)NCc1ccco1	2%	?	-15%
O=C(c1ccc(OCC2CCCO2)cc1)N1CCc2ccccc2C1 (configuration not stated)	-2%	?	?
O=C(c1ccc2noc(-c3ccccc3)c2c1)N1CCN(c2ccccc2)CC1	-4%	?	?
CCC(=O)Nc1cc(C(=O)OCC(=O)c2ccccc2)ccc1C	-2%	4%	-7%
Cc1ccc(/C=C2/N=C(c3ccccc3)NNC2=O)cc1	3%	9%	?
O=c1c(-c2ccc([N+](=O)[O-])cc2)coc2c(O)c(O)ccc12	-9%	?	?
(further entries)
SMILES	GCN5L2 inh	DT40 TDP1 CPT	TDP1 cell noCPT
Cc1ccc(CNS(=O)(=O)c2c(C)nc3scc(C)n3c2=O)cc1	-18%&-6%	5%&4%	6%&-13%
Cc1ccc(C(=O)/C=C/NNC(=O)c2ccccc2O)cc1	2%	16µM*	?
CCOC(=O)c1nn(-c2cccc(OC)c2)c2nc(Nc3ccccc3)cc(=O)n12	-7%	?	?
Cc1cc(C)n(Cc2ccccc2Cl)n1	-6%	9%	-18%
N[C@@H](CCC(=O)N[C@@H](CSN=O)C(=O)NCC(=O)O)C(=O)O	-8%	10%	-1%
CC(=O)Nc1ccc(NC(=O)c2cc(C3CC3)nc3c2cnn3C(C)C)cc1	-2%	29µM*	?
CCC(=O)N1c2ccc(S(=O)(=O)CCC(=O)NCc3cccc(OC)c3)cc2CC1C (configuration not stated)	-6%	-9%	-22%
O=C(/C=C/c1cccs1)N1CCC2(CC1)Oc1ccc(F)cc1C(=O)C21CC(c2ccccc2)=NO1 (configuration not stated)	-24%	?	-23%
COc1ccc(CC(=O)N[C@@H]2c3ccccc3CC[C@H]2OCc2ccccc2)cc1	-1%	?	?
CC(=O)Nc1ccc(NC(=O)Cn2cnc3c(nnn3Cc3ccc(F)cc3)c2=O)cc1	-8%	-13%	19%
OC(CNCc1cccc(Cl)c1)c1ccccc1 (configuration not stated)	0%	-21%	?
C=C(C)C1Cc2c(C)nn(-c3ccccn3)c2C1 (configuration not stated)	-4%	?	?
CC(=O)C1=C(C)NC(SCC(=O)c2ccc(F)cc2)=C(C#N)C1c1ccco1 (configuration not stated)	-9%	?	?
Cc1nc(Cc2nnc(SC(C)C(=O)Nc3ccccc3)o2)cs1 (configuration not stated)	nt	-6%	18%
Cc1cc(NC(=O)CSc2ccc3c(c2)OCCO3)no1	3%	-16%	-11%
O=C(Nc1cccnc1)c1cccc(S(=O)(=O)N2CCOCC2)c1	3%	-19%	-1%
CC(C)C(=O)NNC(=O)c1csc(-c2cccs2)n1	-3%	8%	-18%
CCOC(=O)CCc1c(C)n[nH]c1C	-4%	-1%	-20%
COc1cc(/C=N/n2cnn(Cc3ccccc3Cl)c2=S)cc(OC)c1OC	-14%	-29%	?

Sorted by molecular weight (ascending): some entries from above
SMILES	GCN5L2 inh	DT40 TDP1 CPT	TDP1 cell noCPT
CCOC(=O)CCc1c(C)n[nH]c1C	-4%	-1%	-20%
Cc1cc(C)n(Cc2ccccc2Cl)n1	-6%	9%	-18%
C=C(C)C1Cc2c(C)nn(-c3ccccn3)c2C1 (configuration not stated)	-4%	?	?
OC(CNCc1cccc(Cl)c1)c1ccccc1 (configuration not stated)	0%	-21%	?
CC(C)C(=O)NNC(=O)c1csc(-c2cccs2)n1	-3%	8%	-18%
Cc1ccc(C(=O)/C=C/NNC(=O)c2ccccc2O)cc1	2%	16µM*	?
N[C@@H](CCC(=O)N[C@@H](CSN=O)C(=O)NCC(=O)O)C(=O)O	-8%	10%	-1%
O=C(Nc1cccnc1)c1cccc(S(=O)(=O)N2CCOCC2)c1	3%	-19%	-1%
Cc1nc(Cc2nnc(SC(C)C(=O)Nc3ccccc3)o2)cs1 (configuration not stated)	nt	-6%	18%
CC(=O)Nc1ccc(NC(=O)c2cc(C3CC3)nc3c2cnn3C(C)C)cc1	-2%	29µM*	?
CC(=O)C1=C(C)NC(SCC(=O)c2ccc(F)cc2)=C(C#N)C1c1ccco1 (configuration not stated)	-9%	?	?
COc1ccc(CC(=O)N[C@@H]2c3ccccc3CC[C@H]2OCc2ccccc2)cc1	-1%	?	?
COc1cc(/C=N/n2cnn(Cc3ccccc3Cl)c2=S)cc(OC)c1OC	-14%	-29%	?
CC(=O)Nc1ccc(NC(=O)Cn2cnc3c(nnn3Cc3ccc(F)cc3)c2=O)cc1	-8%	-13%	19%
CCC(=O)N1c2ccc(S(=O)(=O)CCC(=O)NCc3cccc(OC)c3)cc2CC1C (configuration not stated)	-6%	-9%	-22%
O=C(/C=C/c1cccs1)N1CCC2(CC1)Oc1ccc(F)cc1C(=O)C21CC(c2ccccc2)=NO1 (configuration not stated)	-24%	?	-23%

The order is random (roughly 18% active in at least one column).
